Source: PubChem BioAssay
esBAF inh – SWI/SNF esBAF complex inhibition; mouse ES cells, Bmi1-luciferase knock-in reporter, 24 h; 100% = twice the neutral-well signal; reporter increase, % at 12.5 µM; 350,000 tested, 2% active; AID 602393; in the data active = activation above about 40%;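 also: 0% = median of the plate's neutral control wells and 100% = double that signal; a rise in the Bmi1 reporter signal indicates esBAF inhibition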
C2C12 statin – protects C2C12 myotubes from simvastatin toxicity. ATP luminescence, 48 h; scaled: DMSO 0, geranylgeraniol control 100. rescue of ATP level, % at 7.49 µM. 330,000 tested, 0.78% active. AID 602340;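 active = mean ATP rescue above about 67%, or every replicate alone reaching that limit, limit read from the data, passing the limit was not always enough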;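 also: myotubes were challenged with 10 µM simvastatin during compound exposure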
ERp5 inh – ERp5 (human) disulfide isomerase inhibition | AID 651711 | ERp5 insulin aggregation, absorbance 650 nm, 90 min | 350,000 tested, 0.05% active | Q15084 | inhibition, % at 9.99 µM;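 active = mean replicate inhibition above about 25%, with every replicate also reaching it, limit read from the data, passing the limit was not always enough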
Target sequence (Q15084 whole entry, looked up): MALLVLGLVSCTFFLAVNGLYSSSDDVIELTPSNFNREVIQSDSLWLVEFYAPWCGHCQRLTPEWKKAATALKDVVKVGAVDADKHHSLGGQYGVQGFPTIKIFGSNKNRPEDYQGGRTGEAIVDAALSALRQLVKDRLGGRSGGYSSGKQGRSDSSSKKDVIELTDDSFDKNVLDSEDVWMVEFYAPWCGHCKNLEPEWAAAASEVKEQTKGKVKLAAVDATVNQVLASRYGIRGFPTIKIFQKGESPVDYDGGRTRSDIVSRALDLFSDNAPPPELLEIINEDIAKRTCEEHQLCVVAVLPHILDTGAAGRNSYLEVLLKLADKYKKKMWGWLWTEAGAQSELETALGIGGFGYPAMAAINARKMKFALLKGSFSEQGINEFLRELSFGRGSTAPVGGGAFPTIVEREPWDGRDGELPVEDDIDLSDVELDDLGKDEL
SIRT5 block – blocks human SIRT5 desuccinylation of peptide; Q9NXA8; Purified SirT5, succinyl-peptide AMC, trypsin-coupled fluorescence; inhibition, % at 15 µM; 330,000 tested, 1.1% active; in the data active = inhibition above about 15%
Target sequence (Q9NXA8 whole entry, looked up): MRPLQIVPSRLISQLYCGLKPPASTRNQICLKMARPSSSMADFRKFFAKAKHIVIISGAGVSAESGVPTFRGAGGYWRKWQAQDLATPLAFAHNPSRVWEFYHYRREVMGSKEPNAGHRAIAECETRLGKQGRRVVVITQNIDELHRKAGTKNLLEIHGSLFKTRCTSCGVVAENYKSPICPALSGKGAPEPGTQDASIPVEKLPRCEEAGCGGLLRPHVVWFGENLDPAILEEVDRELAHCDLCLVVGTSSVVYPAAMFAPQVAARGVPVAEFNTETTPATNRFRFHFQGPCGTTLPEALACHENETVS
Cneo AK release – causes C. neoformans cell lysis. 360,000 tested, 0.2% active. AID 651654. adenylate kinase release luminescence, 4 h; normalised: neutral wells 0, clomiphene wells 100. lysis activity, % at 15 µM;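 active = mean lysis activity across replicates of at least 80%, whatever share of replicates individually reach that level; inactive = mean lysis activity below 80%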
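Assay system: log-phase C. neoformans yeast / Quantity: yeast cell density of 5 × 10^6 cells/mL / Medium: fresh YPD growth medium / Compound: single dose / Timing: static 4 h at 37 °C with compound, 1 h detection / Measured by: adenylate kinase release luminescence / Read-out: lysis from increased AK signal / Benchmarks: Clomiphene as positive lysis control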
ARNT-TACC3 inh – disruptors of human ARNT/TACC3 interaction | Q9Y6A5 | AlphaScreen His-ARNT PAS-B/GST-TACC3 binding, luminescence; TACC3 fragment carries E629A point mutation | inhibition, % at 9.99 µM | 390,000 tested, 0.66% active;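 active = mean inhibition of replicates at least 50% and at least half of replicates each reaching 50%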;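 also: 0% = complete ARNT plus TACC3 wells and 100% = ARNT alone without TACC3; many hits fall short of the cut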
miR122 inh – inhibitors of miR-122 in Huh7 cells; Huh7 miR-122 Renilla luciferase sensor, 48 h; neutral wells = 0, positive control = 100; activation (reporter increase), % at 12.5 µM; 340,000 tested, 0.3% active;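 active = mean replicate activation score at least 90 and every replicate individually at or above 90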;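 also: higher luciferase means less miR-122 activity so hits act as miR-122 inhibitors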
* = called active by the depositor; / = not tested or not shown; [ ] = another dose, or the depositor's remark. An unsorted share of the library. About 4% of those tested had a hit in this group.

Preview, five compounds:
SMILES | esBAF inh | C2C12 statin | ERp5 inh | SIRT5 block | Cneo AK release | ARNT-TACC3 inh | miR122 inh
CN1CCc2c(sc3nc(SCC(N)=O)n(-c4ccc(Cl)cc4)c(=O)c23)C1 | -15 | 19 | 1 | -9 | -3 | 32 | 2
Cc1ccc(N(CC(O)CN2CCCC2)S(=O)(=O)c2ccc(C)cc2)cc1 (configuration not stated) | / | / | 14 | -3 | 6 | / | -7
CC(C)(C)C1C/C(=C/c2ccccn2)C(=O)/C(=C/c2ccccn2)C1 (configuration not stated) | -86 | 116* | / | / | -8 | 2 | 52
CCOc1ccc(CNCCCSc2ncccn2)cc1 | 4 | 8 | 1 | 2 | 0 | -5 | -1
CC(=O)c1cc(CN2CCN(C(C)C)C(CCO)C2)cs1 (configuration not stated) | / | / | 2 | -1 | / | -5 | /

The listing, previewed entries included:
SMILES | esBAF inh | C2C12 statin | ERp5 inh | SIRT5 block | Cneo AK release | ARNT-TACC3 inh | miR122 inh
CN1CCc2c(sc3nc(SCC(N)=O)n(-c4ccc(Cl)cc4)c(=O)c23)C1 | -15 | 19 | 1 | -9 | -3 | 32 | 2
Cc1ccc(N(CC(O)CN2CCCC2)S(=O)(=O)c2ccc(C)cc2)cc1 (configuration not stated) | / | / | 14 | -3 | 6 | / | -7
CC(C)(C)C1C/C(=C/c2ccccn2)C(=O)/C(=C/c2ccccn2)C1 (configuration not stated) | -86 | 116* | / | / | -8 | 2 | 52
CCOc1ccc(CNCCCSc2ncccn2)cc1 | 4 | 8 | 1 | 2 | 0 | -5 | -1
CC(=O)c1cc(CN2CCN(C(C)C)C(CCO)C2)cs1 (configuration not stated) | / | / | 2 | -1 | / | -5 | /
O=C(Oc1ccc(-c2nnco2)cc1)C1CCN(C(=O)c2ccc(F)cc2)CC1 | / | / | 7 | -4 | -1 | 4 | /
COc1cc(OC)cc(-c2c(C#Cc3ccsc3)c3cc(-c4ccc(OC)c(F)c4)ccc3n2C)c1 | -2 | 8 | -2 | / | -1 | -5 | 0
CCc1nc2ccc(C(=O)NCCN3CCOCC3)cn2c1N(CC)CCOC | -4 | -4 | 4 | -2 | -2 | / | 2
CC(=NCc1ccccc1)c1ccc(O)cc1O | 4 | -5 | 2 | -5 | -1 | / | 3
COc1ccc(NC(=O)C2C3C=CC4(O3)C2C(=O)N(CCN2CCCCC2)C4C(=O)NC2CCCCC2)cc1 (configuration not stated) | -5 | -2 | 2 | 1 | 0 | -3 | -6
O=C(COc1ccc(/C=N/NS(=O)(=O)c2ccccc2)cc1)Nc1ccc(F)cc1 | -6 | -2 | / | / | -2 | 3 | -36
C[C@@H]1CN([C@@H](C)CO)S(=O)(=O)c2ccc(-c3ccncc3)cc2O[C@@H]1CN(C)C(=O)c1ccc2c(c1)OCO2 | -10 | -13 | 0 | 1 | 0 | 5 | 7[16.7 µM]
O=C(CCC(=O)NNC(=O)c1ccc(Cl)cc1Cl)NCc1ccccc1 | -9 | 1 | -2 | -2 | -3 | / | -3
Cc1nc(CSc2ccc(Cl)cc2)cc(N2CC(C)OC(C)C2)n1 (configuration not stated) | -10 | 107* | -4 | -1 | 1 | -5 | 2
CC1(C)C(=O)Nc2ccccc2N1C(=O)COC(=O)c1cccnc1 | -6 | -5 | 6 | 1 | 1 | -22 | 0
COc1ccc(NC(=O)N2C[C@H]3[C@@H](c4ccccc42)[C@@H](CO)N3C(=O)C2CC2)cc1 | 2 | -13 | -2 | 3 | -2 | 2 | -10[16.7 µM]
O=C(NCc1ccccn1)Nc1ccccc1C(F)(F)F | -5 | 9 | 3 | -3 | -3 | / | 5
COc1ccc(C2C(C(N)=O)=C(C)Nc3nc(-c4cccc(Cl)c4)nn32)cc1OC (configuration not stated) | -4 | 2 | / | / | 1 | -5 | -9
O=C(CSc1nnnn1Cc1ccccc1)c1ccc(F)cc1 | 11 | -52 | -8 | -1 | -4 | -13 | 1
COC(=O)C1=CN(CC2CCCO2)C=C(C(=O)OC)C1c1ccccc1C(F)(F)F (configuration not stated) | -4 | 9 | / | / | 0 | -5 | 2
COc1ccc(-c2nc3c(c(=O)[nH]c(=O)n3Cc3ccccc3)n2CCO)cc1 | -6 | -5 | 3 | -3 | -1 | 8 | -10
COc1cccc(C2=NOC(C(=O)Nc3cccnc3Cl)C2)c1 (configuration not stated) | -3 | 13 | 3 | -1 | / | -5 | -4
COc1ccc(C(=O)/C=C/c2ccc(C)cc2)c(OC(=O)c2ccc([N+](=O)[O-])cc2)c1 | / | / | / | / | 4 | -4 | 5
CCc1cnc(Nc2nc(C(N)c3ccccc3Cl)cs2)nc1 (configuration not stated) | -7 | -9 | -6 | -3 | 13 | / | /
C[C@@H]1CN([C@H](C)CO)C(=O)Cc2cc(NC(=O)CCN3CCOCC3)ccc2O[C@H]1CN(C)Cc1ccncc1 | -1 | -14 | 0 | -1 | -2 | 7 | -8[16.7 µM]

Next part:
SMILES | esBAF inh | C2C12 statin | ERp5 inh | SIRT5 block | Cneo AK release | ARNT-TACC3 inh | miR122 inh
O=C(Cc1ccccc1)Nc1ncnc2c1C(c1ccccc1)c1c(ccc3ccccc13)O2 (configuration not stated) | -9 | -24 | 1 | / | 1 | -5 | -6
CCOC(=O)COc1nc(N(C)C)nc(N(C)C)n1 | 6 | / | / | / | -1 | / | -4
CCCCCCCCCc1nc2sc3c(c2c(=O)n1NC(=O)c1ccccc1[N+](=O)[O-])CC(C)(C)OC3 | / | / | 1 | 1 | / | 3 | /
C[C@@H](NC(=O)C[C@H]1C=C[C@@H](NC(=O)CN2CCOCC2)[C@@H](CO)O1)c1ccccc1 | 0 | 11 | 1 | 1 | 19 | -13 | /
O=C(Cc1ccccc1F)Nc1cc(S(=O)(=O)N2CCOCC2)ccc1N1CCCC1 | -4 | -4 | 2 | / | -1 | / | 6
Cn1c(=O)n(Cc2ccccc2F)c(=O)c2c1nc1n2CCCN1CCc1ccccc1 | -10 | -17 | / | / | 0 | -6 | -4
Cc1cc(C)n(C(=O)Cn2nc(C)c(Br)c2C)n1 | -1 | -3 | -2 | -1 | -1 | 5 | -31
COc1ccc(NS(=O)(=O)c2cc(N)ccc2N2CCCC2)cc1 | -15 | -12 | 2 | 3 | 0 | -1 | 0
Cc1ccc(CN2CCN(Cc3cnn(-c4ccc(Cl)cc4)c3)CC2CCO)o1 (configuration not stated) | / | / | 4 | 26* | / | 0 | /
COc1cc2c3nnc(-c4ccccc4)c-3cn(Cc3ccc(F)cc3)c2cc1OC | / | / | 3 | -2 | / | 15 | /
CCOc1ccccc1Nc1ccc(C(=O)O)cc1NC(C)=O | -3 | / | / | / | -4 | 1 | 13
CCCCN1C(=O)C(NC(=O)c2cccnc2)(C(F)(F)F)C2=C1CC(C)(C)CC2=O (configuration not stated) | -1 | -2 | / | / | 2 | -2 | 2
Cc1ccc(-c2nc(CN(Cc3cnn(C)c3)C(C)C)c(C)o2)o1 | / | / | -3 | -3 | / | 1 | /
C/C(Cc1ccccc1)=N\NC(=O)CNC(=O)COc1cccc(C)c1 | / | / | -2 | 1 | 1 | -5 | /
CCOc1cc(S(=O)(=O)Nc2ccncc2)ccc1F | -8 | 18 | -2 | -2 | -1 | 2 | 0
O=C(C[C@@H]1CC[C@H](NC(=O)Cc2ccccn2)[C@H](CO)O1)NCCCN1CCOCC1 | 2 | -5 | 3 | 0 | 2 | 0 | /
Cc1ccc(NC(=O)N2CCSc3ccccc32)cc1 | 18 | -3 | -5 | -1 | -2 | 3 | 0
O=C(O)c1cccc(Br)c1 | -6 | -2 | 5 | -1 | -2 | -4 | 2
COC(=O)c1ccc([C@@H]2C[C@H]3CN(Cc4cccnc4)C(=O)[C@]34CCCN24)cc1 | 5 | 6 | 6 | -2 | -8 | -4 | -11
CC(C)NC(=O)N1[C@@H](C#N)[C@H](c2ccc(C#CC3CCCCC3)cc2)[C@@H]1CO | -5 | 24 | 6 | 0 | -6 | -2 | /
C[C@H](CO)N1C[C@H](C)[C@@H](CN(C)S(=O)(=O)c2ccc(Cl)cc2)Oc2ccc(NC(=O)CCN3CCOCC3)cc2CC1=O | -3 | -3 | -4 | 12 | -4 | -1 | 4[16.7 µM]
COc1cc(Cl)ccc1OCc1cc(C(=O)N2CCCCC2c2cccnc2)no1 (configuration not stated) | 6 | 2 | 9 | -2 | -2 | 3 | /
Cc1ccc(C(=O)C=CC=Cc2ccccc2)cc1 | 18 | -5 | -8 | / | 0 | / | 2
Cc1cccc(C(=O)Nc2ccc(C(=O)N/N=C/c3ccco3)cc2)c1 | 4 | 9 | -5 | / | 0 | / | /
COC(=O)C1=C(C)N(C)C(=O)/C1=C\c1cccs1 | -8 | 2 | / | / | -1 | 0 | -3

Random excerpt: three compounds from above, in no set order.
SMILES | esBAF inh | C2C12 statin | ERp5 inh | SIRT5 block | Cneo AK release | ARNT-TACC3 inh | miR122 inh
COC(=O)C1=C(C)N(C)C(=O)/C1=C\c1cccs1 | -8 | 2 | / | / | -1 | 0 | -3
Cc1cccc(C(=O)Nc2ccc(C(=O)N/N=C/c3ccco3)cc2)c1 | 4 | 9 | -5 | / | 0 | / | /
COc1cc(Cl)ccc1OCc1cc(C(=O)N2CCCCC2c2cccnc2)no1 (configuration not stated) | 6 | 2 | 9 | -2 | -2 | 3 | /

(continued)
SMILES | esBAF inh | C2C12 statin | ERp5 inh | SIRT5 block | Cneo AK release | ARNT-TACC3 inh | miR122 inh
COc1ccc(N2CCN(C(=O)CSc3nnc(Cn4nnc5ccccc54)n3C)CC2)cc1 | -3 | 2 | / | / | 0 | 2 | -3
CC(=NNC(=O)c1ccncc1)c1ccc(Cl)cc1Cl | -11 | 0 | 4 | / | 0 | 0 | -6
CCOc1ccc(NC(=O)CN2CCN(CC(=O)Nc3cccc(F)c3)CC2)cc1 | -3 | -6 | / | / | -3 | 3 | 6
COc1ccc([N+](=O)[O-])cc1C1NN=C(c2cccc3ccccc23)S1 (configuration not stated) | -7 | -6 | / | / | / | -10 | -1
O=C(c1ccoc1)N1CCCC(N2CCN(c3ccc(F)cc3)CC2)C1 (configuration not stated) | -5 | -1 | 3 | -2 | 1 | / | /
O=C1O[C@@H](c2ccccc2)[C@@H](c2ccccc2)N2[C@@H](c3ccc(OCCO)cc3)[C@]3(C(=O)Nc4ccccc43)[C@@H](C(=O)Nc3nc4ccccc4s3)[C@H]12 | / | / | -3 | -3 | 44 | / | /
CC(C)=CC(=O)OCC(=O)Nc1ccc(SC(F)F)cc1 | / | / | 3 | 1 | / | -2 | /
Cc1ccc2oc(C(=O)Nc3ccc(S(=O)(=O)Nc4ncccn4)cc3)c(C)c2c1 | / | / | -3 | -1 | 0 | -1 | 0
Cc1ccc(S(=O)(=O)N2CCOCC2)cc1C(=O)N1CC(C)OC(C)C1 (configuration not stated) | -4 | 2 | 1 | -1 | 0 | / | 4
O=S(=O)(Nc1ccccn1)c1ccc(C(F)(F)F)cc1Cl | 5 | -14 | 4 | -2 | -5 | -5 | 3
C[C@H]1CN([C@@H](C)CO)C(=O)c2cc(C#CC(C)(C)O)cnc2O[C@H]1CN(C)C(=O)C1CCCCC1 | -4 | 6 | / | / | / | / | -2[16.7 µM]

Sorted by value in ARNT-TACC3 inh (rising): five of the compounds above.
molecule	ARNT-TACC3 inh
O=S(=O)(Nc1ccccn1)c1ccc(C(F)(F)F)cc1Cl	-5
CC(C)=CC(=O)OCC(=O)Nc1ccc(SC(F)F)cc1	-2
Cc1ccc2oc(C(=O)Nc3ccc(S(=O)(=O)Nc4ncccn4)cc3)c(C)c2c1	-1
COc1ccc(N2CCN(C(=O)CSc3nnc(Cn4nnc5ccccc54)n3C)CC2)cc1	2
CCOc1ccc(NC(=O)CN2CCN(CC(=O)Nc3cccc(F)c3)CC2)cc1	3
